High-throughput results deposited in PubChem by National Center for Advancing Translational Sciences (NCATS).
BRCT PPI red = inhibitors of human BRCA1 BRCT-phosphoprotein interaction (red fluorophore); P38398; BRCT-phosphopeptide binding, red fluorescence polarization; Potency, µM (top dose mostly 76.9 µM), inactives show at the highest dose activity change, negative = inhibition, usual class: inhibitors; 75,000 compounds, 0.03% hits; further: on the % scale 0 is the no-effect control and ±100 the full control effect
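Fluorescence polarization: 100 nM His-tagged BRCA1 BRCT with 100 nM TAMRA-labelled phospho-BACH1 decapeptide, phosphate buffer pH 7.3 with 150 mM NaCl, DTT, 0.01% Tween 20; 12 min RT. Binding inhibition seen as FP decrease.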
HEK293 cAMP ctrl = raises cAMP in parental HEK293 cells, TSHR agonist counter-screen | 73,000 compounds, 2.5% hits | Potency, µM (series often up to 57.1 µM), inactives show top-dose activation, actives largely listed as activators | parental HEK293 CNG cAMP sensor, membrane potential fluorescence; further: potency means the concentration at half of the fitted maximal effect; % of control where 0% means no effect; nearly all actives have a fitted effect of over 55% in size
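Parental HEK 293 cells stably expressing a modified CNG channel (no TSHR) report cAMP rise as membrane depolarization. Membrane potential dye with 100 uM RO 20-1724 was loaded for 60 min at room temperature, then compound added for 30 min; fluorescence read at 590 nm.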
BRCT inh green = inhibitors of human BRCA1 BRCT-phosphoprotein interaction (green fluorophore) | BRCA1 BRCT-phosphopeptide binding, green fluorescence polarization | Potency, µM (doses to about 76.9 µM), for inactives: at the top dose activity change, negative = inhibition, most hits filed as inhibitors | 75,000 compounds, 0.05% hits | AID 875;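 further: potency means the concentration at half of the fitted maximal effect; plate controls were peptide without protein for full effect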
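Compounds were incubated for 12 min at room temperature with a complex of 100 nM fluorescein-tagged pBACH1 decapeptide and 250 nM His-tagged BRCT protein. Buffer was phosphate pH 7.3 with EDTA, DTT and Tween 20. Disruption of binding lowers the polarization signal.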
Pol III holo inh = DNA polymerase III holoenzyme inhibition; reconstituted DNA polymerase III holoenzyme replication, biochemical; Potency, µM (titrated, usually from 57.1 µM), without a hit: at the highest dose activity change, negative = inhibition; 71,000 compounds, 0.25% hits; further: potency means the concentration at half of the fitted maximal effect; on the % scale 0 is the no-effect control and ±100 the full control effect
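Reconstituted *E. coli* holoenzyme (0.35 nM Pol III, 1 nM beta, 154 nM SSB, 2 nM primase) was preincubated with compound for 15 min at RT. Synthesis on 1.4 nM ssM13Gori ran 35 min, then was stopped with PicoGreen/EDTA and read as dsDNA fluorescence.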
15-hLO inh = inhibitors of human 15-lipoxygenase (ALOX15); 74,000 compounds, 1.4% hits; P16050; purified 15hLO-1, xylenol orange hydroperoxide absorbance; Potency, µM (highest dose often 57.1 µM), inactives show at the top dose activity change, negative = inhibition, most hits filed as inhibitors; further: potency means the concentration at half of the fitted maximal effect; on the % scale 0 is the no-effect control and ±100 the full control effect; nearly all actives have a fitted effect of over 55% in size
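Quantitative HTS in 25 mM Hepes pH 7.5 containing 0.01% Triton X-100: human 15hLO-1 at 40 nM, arachidonic acid at 50 uM, 6 min turnover. Product quantified via ferrous oxidation/xylenol orange, 573:405 nm absorbance ratio.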
Rhodamine fluor = rhodamine region autofluorescence. Rhodamine-region fluorescence, 547/598 nm, Tris buffer; hits give high values. 59,000 compounds, 0.05% hits. max dye-equivalent concentration, M; in the data active means max dye-equivalent concentration above about 11 nM; inconclusive means between about 1.1 nM and that limit
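Steps: pin-transfer compounds into pH 8.0 Tris (100 mM), hold 15 min at room temperature, image with a 547/598 nm filter pair, and convert intensities to rhodamine-equivalent concentration using a six-point on-plate rhodamine series.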
Tau fil binding = tau filament binding; P10636; recombinant tau filaments, thioflavin S fluorescence, 15 h; filaments grown with octadecylsulfate alongside compound; Potency, µM (top dose mostly 57.1 µM), without a hit: at the top dose activity change, negative = inhibition; 71,000 compounds, 2% hits; AID 596;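 further: potency means the concentration at half of the fitted maximal effect; on the % scale 0 is the no-effect control and ±100 the full control effect; actives lower thioflavin S fluorescence by blocking filaments or displacing dye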
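Read-out: ThS fluorescence, 450 nm excitation/510 nm emission; lower signal marks blocked filament formation or displaced dye. Tau at 1 uM with 30 uM ODS, 10 uM ThS, 5 mM DTT, 100 mM NaCl, 10 mM HEPES pH 7.4; 15 h, 37 C.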
HADH2 inh = HADH2 (human) dehydrogenase inhibition; Q99714; recombinant HADH2, NADH fluorescence, beta-hydroxybutyryl-CoA; Potency, µM (series often up to 57.1 µM), inactives show top-dose activity change, negative = inhibition, usual class: inhibitors; 73,000 compounds, 3.4% hits; AID 886; further: potency means the concentration at half of the fitted maximal effect; on the % scale 0 is the no-effect control and ±100 the full control effect; nearly all actives have a fitted effect of over 60% in size; many of its hits are not listed in these tables
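E. coli-expressed His-tagged HADH2 tested at 20 nM in alkaline Tris buffer (pH 9.0); oxidation of 90 uM beta-hydroxybutyryl-CoA with 1 mM NAD+ tracked fluorimetrically for 4 min.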
Caspase-7 inhib = allosteric or competitive inhibitors of human caspase-7; 75,000 compounds, 0.02% hits; Potency, µM (top dose mostly 57.5 µM), for inactives: at the top dose activity change, negative = inhibition, most hits filed as inhibitors; recombinant caspase-7, Ac-DEVD-AFC fluorescence rate; active means well fitted inhibition curve with a large enough effect in the main read-out, with a control signal flat, not every such curve was filed as active; inconclusive means small, poorly fitted or top-dose-only effect, or a change in a side signal; further: potency means the concentration at half of the fitted maximal effect; % of control where 0% means no effect
USP2a inh = blocks human ubiquitin-specific protease USP2a; O75604; USP2a enzymatic assay, qHTS inhibition; Potency, µM (series often up to 38.3 µM), for inactives: top-dose activity change, negative = inhibition, hits mostly inhibitors; 60,000 compounds, 0.1% hits;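 further: potency means the concentration at half of the fitted maximal effect; nearly all actives have a fitted effect of over 60% in size; plate controls were DMSO for no effect and NEM full inhibition control for full effect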
Target sequence (O75604 whole entry, looked up): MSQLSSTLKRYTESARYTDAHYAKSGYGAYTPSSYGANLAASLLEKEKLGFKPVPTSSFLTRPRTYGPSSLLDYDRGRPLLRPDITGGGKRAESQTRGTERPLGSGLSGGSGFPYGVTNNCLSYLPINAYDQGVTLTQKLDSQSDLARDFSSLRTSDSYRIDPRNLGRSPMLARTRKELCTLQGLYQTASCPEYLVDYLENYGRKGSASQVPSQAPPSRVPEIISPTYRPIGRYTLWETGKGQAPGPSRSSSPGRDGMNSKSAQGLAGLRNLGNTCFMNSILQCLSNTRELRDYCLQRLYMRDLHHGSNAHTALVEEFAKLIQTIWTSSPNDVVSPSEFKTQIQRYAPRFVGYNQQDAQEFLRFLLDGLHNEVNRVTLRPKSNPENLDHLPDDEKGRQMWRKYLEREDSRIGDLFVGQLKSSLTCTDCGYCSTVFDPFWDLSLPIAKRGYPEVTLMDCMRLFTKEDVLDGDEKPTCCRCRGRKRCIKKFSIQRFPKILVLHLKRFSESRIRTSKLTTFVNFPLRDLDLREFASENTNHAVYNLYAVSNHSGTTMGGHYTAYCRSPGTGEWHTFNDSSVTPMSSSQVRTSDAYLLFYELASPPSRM
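USP2 core (20 nM final) was preincubated with compound for 30 min at RT in 20 mM Tris-HCl pH 8.0, 2 mM CaCl2, 2 mM beta-mercaptoethanol; Ub-PLA2 (20 nM) plus NBD C6-HPC (20 uM) then added, fluorescence read after 2.5 h.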
Casp1 inh = caspase-1 (human) inhibition, allosteric or competitive | AID 900 | Caspase-1 enzyme, Ac-WEHD-AFC fluorogenic rate | P29466 | Potency, µM (series often up to 57.5 µM), inactives show at the top dose activity change, negative = inhibition, hits mostly inhibitors | 75,000 compounds, 0.03% hits;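 further: potency means the concentration at half of the fitted maximal effect; plate controls were vehicle for no effect and no substrate for full effect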
Target sequence (P29466 120-297 limits assumed): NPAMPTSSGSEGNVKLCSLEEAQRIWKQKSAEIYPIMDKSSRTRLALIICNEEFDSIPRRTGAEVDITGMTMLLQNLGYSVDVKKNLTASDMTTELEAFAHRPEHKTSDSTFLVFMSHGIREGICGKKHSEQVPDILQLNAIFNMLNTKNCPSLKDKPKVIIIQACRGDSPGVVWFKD
Target sequence (P29466 317-404 limits assumed): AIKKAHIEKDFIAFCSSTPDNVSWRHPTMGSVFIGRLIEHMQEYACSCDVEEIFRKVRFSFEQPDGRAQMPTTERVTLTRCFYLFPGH
The depositor's hits bear a star; i = inactive; u = inconclusive; x = no result given; [ ] = dose if it differs, or a comment. Unless noted, the call rests on the fitted dose curve; in most records, active means well fitted curve in the direction sought with a large enough effect; inconclusive means small, poorly fitted or top-dose-only effect, or another doubt; inactive means no such curve, though single readings can be large; an effect the other way counts as inactive or inconclusive.

| compound | BRCT PPI red | HEK293 cAMP ctrl | BRCT inh green | Pol III holo inh | 15-hLO inh | Rhodamine fluor | Tau fil binding | HADH2 inh | Caspase-7 inhib | USP2a inh | Casp1 inh |
| --- | --- | --- | --- | --- | --- | --- | --- | --- | --- | --- | --- |
| COc1cc(N)ccc1NC(=O)c1cccs1 | -1.1% | -1% | -1.3% | -10% | -4% | i | -28% | -8% | 0% | u | 0% |
| O=C(Cl)c1ccccc1[N+](=O)[O-] | 0.8% | 27% | -2.1% | 2% | -8% | x | 8% | 4% | 1% | x | -3% |
| CCN1CCN(C(c2cccs2)C(C)NC(=O)c2ccccc2)CC1 (stereo not drawn) | 0.1% | 5% | 1.7% | -6% | 2% | x | -10% | 7% | 2% | x | -4% |
| O=C(NCc1ccc2c(c1)OCO2)C1CCCN(S(=O)(=O)c2cccnc2)C1 (stereo not drawn) | 0.4% | 3% | 0.0% | 1% | 3% | x | 1% | 8% | 0% | x | -3% |
| O=C(N1CCCCCC1)N1CCN(S(=O)(=O)N2CCCCC2)CC1 | -0.2% | 2% | -3.6% | -6% | 0% | i | -13% | 6% | 0% | 2% | 0% |
| Cn1c(C(=O)NCCCN2CCCCC2)cc2sccc21 | 1.4% | u | -3.6% | x | -2% | x | x | -6% | 0% | x | -2% |
| O=C(OCC(=O)N1CCOCC1)c1ccc2c(c1)OCCO2 | 0.7% | 10% | -3.7% | -3% | -16% | i | 17% | 15% | 1% | -8% | -1% |
| COc1ccc(OC)c(S(=O)(=O)N2CCC(C(=O)Nc3ccc(C)c(C)c3)CC2)c1 | -1.9% | -6% | -1.4% | 1% | -10% | i | 2% | 21% | -1% | 20% | 1% |
| N#CCCN1CCN(S(=O)(=O)c2ccc(S(=O)(=O)NC3CCCC3)cc2)CC1 | -1.4% | 2% | -0.7% | -2% | 11% | x | 2% | -5% | -3% | x | 0% |
| Cc1ccc(N2CC(C(=O)NC3CCSC3=O)CC2=O)cc1 (stereo not drawn) | -2.0% | 1% | -2.4% | -5% | 11% | i | 5% | -4% | 3% | x | -1% |
| CCOC(=O)N/N=C1/C[C@@H](O)[C@@H](O)[C@@H]2[C@@H]3C(=O)N(C[C@@H]4CCCO4)C(=O)[C@H]3CC[C@H]12 | -0.6%[15.4 µM] | 1%[11.4 µM] | -1.2%[15.4 µM] | x | 1%[11.4 µM] | x | x | -26%[11.4 µM] | -5%[11.5 µM] | x | -2%[11.5 µM] |
| Cc1nc2nc[nH]n2c(=O)c1NC(=O)c1cccc(OCC(C)C)c1 | -1.7% | 4% | -0.7% | 6% | 7% | i | 8% | 3% | 0% | 5% | -1% |
| CCCC(=O)Nc1ccc(Cl)c(NC(=O)c2cccnc2)c1 | -0.7% | 5% | -2.2% | -2% | 8% | i | -9% | -2% | 2% | -3% | 1% |
| COCCNC(=O)CC(NS(=O)(=O)c1ccc(NC(C)=O)cc1)C(C)C (stereo not drawn) | -0.3% | -7% | -3.1% | x | 7% | x | x | -1% | 1% | x | -2% |
| Cc1ccc(N(CC(=O)N2CC(=O)Nc3ccccc32)S(=O)(=O)c2ccc3c(c2)OCCO3)cc1 | 0.4% | 10% | -1.4% | -1% | -21% | i | -8% | 10% | 0% | 41%[activator] | -4% |
| CC(CCc1ccccc1)NC(=O)C1CCN(S(=O)(=O)c2cnc[nH]2)CC1 (stereo not drawn) | -0.6% | 9% | 1.8% | -4% | -2% | i | 1% | 5% | -2% | 9% | -1% |
| Cc1cn2nc(N)c3ccccc3c2n1 | -1.1% | 13% | -2.3% | u | 10% | i | -1% | 55%[activator] | 0% | -5% | 1% |
| C=CCn1c(SCC(=O)Nc2cc(NC(C)=O)ccc2OC)nnc1-c1cccnc1 | -0.3% | -5% | -1.4% | -1% | 3% | i | -5% | -3% | 0% | -3% | -1% |
| CN1CCN(C2=C(Cl)C(=O)N(c3ccc(Cl)c(Cl)c3)C2=O)CC1 | -0.5% | 24% | -0.8% | -4% | -10% | x | -26% | -17% | -8% | 26% | -5% |
| N#CCSc1nc2ccccc2c(=O)n1CCC(=O)NC1CCCCC1 | 0.7% | 4% | -1.4% | 6% | -2% | i | -4% | 16% | 0% | 3% | 3% |
| Cn1c(N)c(C(=O)NCc2ccccc2Cl)sc1=S | -0.9% | -12% | -1.7% | -7% | -8% | i | 12% | -13% | -1% | -3% | 0% |
| COc1cccc(-n2c(SCC#N)nnc2-c2cnccn2)c1 | -1.8% | 9% | -2.1% | -5% | 2% | i | -2% | -19% | 0% | -3% | 1% |
| COc1cc(-c2ccccc2)nc(N)n1 | -0.8% | 4%[11.4 µM] | 0.0% | -3%[11.4 µM] | -2%[11.4 µM] | x | 17%[11.4 µM] | 17%[11.4 µM] | -1% | 3%[7.66 µM] | -3% |
| N#CCCN1CCN(Cn2c3ccccc3c3ccccc32)CC1 | 0.8% | 16% | -0.3% | -5% | 0% | i | -23% | -1% | 1% | 4% | -1% |
| COc1ccccc1-c1n[nH]c(=S)o1 | -0.4% | 2% | -2.6% | -9% | -11% | i | 1% | u | 3% | -5% | 1% |
| FC(F)(F)c1ccccc1-c1cncnc1NCCc1cnc[nH]1 | 1.2% | 7% | -0.8% | -3% | 3% | i | 5% | 1% | -1% | 1% | 2% |
| Cc1oc(-c2ccccc2)nc1C(=O)OCC(=O)NC(=O)NCC(C)C | 2.5% | 25% | 1.2% | -4% | u | i | 2% | 32%[activator] | 0% | 18% | -2% |
| C=CCC1C=CC(Oc2ccc(OC)cc2)C(CO)O1 (stereo not drawn) | 0.1%[15.4 µM] | 2%[11.4 µM] | 0.6%[15.4 µM] | x | 1%[11.4 µM] | x | x | 7%[11.4 µM] | 0%[11.5 µM] | x | 0%[11.5 µM] |
| CC(C)c1ccccc1NC(=O)CCCC(=O)O | -0.1% | -5%[11.4 µM] | 0.2% | 8%[11.4 µM] | 9%[11.4 µM] | x | 5%[11.4 µM] | 2%[11.4 µM] | -1% | 2%[7.66 µM] | 0% |
| Cn1c(=O)c(=O)n(C)c2cc(S(=O)(=O)N3CCOCC3)ccc21 | 0.5% | 2% | -0.7% | -1% | 3% | i | 4% | -17% | 0% | 11% | 1% |
| CC(C)CN(C(=O)COC(=O)c1ccc2c(c1)NC(=O)CS2)C1CCS(=O)(=O)C1 (stereo not drawn) | 0.1% | -6% | 0.2% | -1% | -6% | i | 2% | u | -2% | 5% | 0% |
| Nc1cccc(S(=O)(=O)O)c1 | -0.2% | 8% | -0.2% | 2% | -5% | x | 16% | -3% | -3% | x | -3% |
| COc1ccc2c(c1)Sc1ccccc1N2CCN(C)C | -0.3% | -20% | -2.4% | -7% | -14% | i | 16µM* | 11% | -1% | 3% | 0% |
| CC(=O)c1ccc(N2CCN(C(=O)COc3ccc(F)cc3)CC2)c(F)c1 | -0.1% | -1% | -2.4% | -1% | -1% | x | 8% | -5% | -4% | 9% | -5% |
| CCOC(=O)c1ccc(NC(=O)Nc2ccn(C)n2)cc1 | -0.3% | 1% | 0.8% | u | -3% | i | 9% | 3% | -2% | 9% | 1% |
| Cc1cc(NC(=O)c2ccc(Cl)cc2)no1 | 0.6% | u | -0.7% | 0% | -1% | i | 0% | 0% | 0% | -6% | -1% |
| CCn1c2ccccc2c2cc(C3C(C#N)=C(N)OC4=C3C(=O)CC(C)(C)C4)ccc21 (stereo not drawn) | -0.3% | 26% | -0.1% | -2% | 16% | i | -12% | -15% | 2% | -8% | -1% |
| CC(=O)c1c(C)n([O-])c2ccc(C)cc2[n+]1=O | -2.5% | 0% | -0.7% | -7% | 0% | i | -5% | -19% | -4% | -5% | -3% |
| N#CC1=C(N)C(C#N)(C#N)[C@H](c2c(F)cccc2F)[C@H]2CC3(CC=C12)OCCO3 | 0.8% | 11% | 3.6% | 0% | -3% | i | 79% | 11% | -14% | 12% | u |
| CCOC(=O)NCc1ccc2c(c1)cc(C)n2C | -6.4% | 7% | -9.8% | -1% | -6% | i | u | -8% | -15% | 12% | -9% |
| COc1ccc(N=C2SC(CC(=O)Nc3ccccc3)C(=O)N2CC2CCCO2)cc1 (stereo not drawn) | -0.1% | -12% | -0.1% | 7% | -6% | i | 7% | -16% | -1% | 24% | -3% |
| Cc1cc(NC(=O)CSc2nnc(-c3ccc4c(c3)OCCO4)o2)no1 | -4.1% | u | -5.8% | -1% | 18% | i | 16% | -2% | 1% | 17% | 2% |

An excerpt, so the mix of outcomes need not match the whole.
